GalR3 antag – GalR3 antagonists in HEK293 cells, primary screen, cell-based, fluorescence readout. Galanin receptor type 3 (Homo sapiens), O60755. HEK293 GalR3-CNG cAMP membrane potential fluorescence; galR3 body fused to GalR1 C-terminus. inhibition, % at 3 µM. 360,000 compounds, 0.44% hits;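 active means inhibition above the screen-wide average plus 3 SD, cut at about 13% in these data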;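 further: forskolin and galanin both at EC90 stimulate the cells; cAMP rise reported by CNG channel membrane potential dye signal; 0% = forskolin plus galanin with DMSO and 100% = forskolin alone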
Target sequence (O60755 1-299 limits assumed): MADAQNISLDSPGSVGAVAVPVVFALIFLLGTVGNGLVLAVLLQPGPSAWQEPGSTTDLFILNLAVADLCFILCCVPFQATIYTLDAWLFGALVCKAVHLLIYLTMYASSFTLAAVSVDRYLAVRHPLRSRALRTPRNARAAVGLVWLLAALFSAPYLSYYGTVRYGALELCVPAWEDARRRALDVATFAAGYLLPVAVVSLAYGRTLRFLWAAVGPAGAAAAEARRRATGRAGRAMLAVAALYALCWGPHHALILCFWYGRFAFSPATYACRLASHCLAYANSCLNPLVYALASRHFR
NALP1 yeast inh – NALP1 inflammasome inhibitors in reconstituted yeast, colorimetric, S. cerevisiae, triplicate retest; S. cerevisiae NALP1/ASC/caspase-1 growth, X-gal OD620, 72 h; inhibition, % at 10 µM; 280,000 compounds, 0.61% hits; in the data active means inhibition mostly above about 24%, no sharp cut-off; inactive means mostly below about 32%; further: some compounds called inactive have numbers as strong as hits
V1R ag counter – agonists of human V1a receptor, primary screen, counter-screen for OXTR agonist project, fluorescence, CHO-V1R cells; AID 2797, 2010; activation, % at 3 µM; Fluo-8 calcium fluorescence, agonist mode; 0% DMSO, 100% 3 nM vasopressin; 320,000 compounds, 0.25% hits; Vasopressin V1a receptor (Homo sapiens), P37288;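 active means activation above the mean activation of all tested compounds plus 3 SD, per screening run, cut at about 20% in these data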;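 further: signal is peak over basal fluorescence ratio across a 100 second FLIPR read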
Target sequence (P37288 whole entry, looked up): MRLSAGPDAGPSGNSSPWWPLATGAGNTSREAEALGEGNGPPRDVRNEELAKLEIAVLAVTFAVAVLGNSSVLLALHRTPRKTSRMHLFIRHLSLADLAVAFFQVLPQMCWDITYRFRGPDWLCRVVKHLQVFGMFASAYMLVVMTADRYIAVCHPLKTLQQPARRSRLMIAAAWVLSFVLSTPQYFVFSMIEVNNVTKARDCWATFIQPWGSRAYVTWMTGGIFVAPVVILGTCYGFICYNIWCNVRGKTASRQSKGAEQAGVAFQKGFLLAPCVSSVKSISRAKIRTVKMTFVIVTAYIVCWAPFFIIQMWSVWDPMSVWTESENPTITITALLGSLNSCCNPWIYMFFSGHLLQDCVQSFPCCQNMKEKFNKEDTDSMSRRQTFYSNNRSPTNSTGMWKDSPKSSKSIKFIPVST
MEKK2 mut-MEK5 – MEK5 binding signal on mutant MEKK2 PB1, primary screen, biochemical, multiplex bead flow cytometry, Alexa488-MEK5; Alexa488-MEK5 binding to MEKK2 mutant; percent response, % at 10 µM; 290,000 compounds, 0.35% hits; in the data active means percent response above about 24%, passing the limit was not always enough; further: inactives centre near 1; some results filed as inactive read as strong as hits
OXTR potentiator – human OXTR potentiators, primary screen, fluorescence, CHO-OTR cells, Fluo-8 calcium; Oxytocin receptor (Homo sapiens), P30559; Fluo-8 calcium fluorescence, potentiator mode; 0% = oxytocin EC15, 100% = EC100; activation, % at 3 µM; 320,000 compounds, 0.061% hits; AID 2445, 2010;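 active means activation above that plate's cutoff, the mean activation of tested compounds plus 3 SD, cut at about 6.6% in these data, passing the limit was not always enough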;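 further: 100% uses oxytocin at 75 nM as the full agonist control; some results filed as inactive read as strong as hits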
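Replication – single well per compound, singlicate · Assay system – CHO cell line stably expressing human OTR · Timing – 6 min pre-incubation, 100 s read · Measure – normalized max/min fluorescence ratio, % activation · Doses – 3.0 µM, one dose · Detection – Fluo-8 calcium dye fluorescence · Probe or stimulus – oxytocin near EC15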
OXTR ag – human OXTR agonists, primary screen, fluorescence, CHO-OTR cells, Fluo-8 calcium; 320,000 compounds, 0.32% hits; Oxytocin receptor (Homo sapiens), P30559; Fluo-8 calcium fluorescence; normalized: DMSO 0%, oxytocin 100%; activation, % at 3 µM;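 active means activation above the mean of all tested compounds plus 3 SD, cutoff set per screening run, cut at about 20% in these data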;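 further: peak over basal fluorescence ratio from a 100 s FLIPR kinetic read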
MEKK2wt PB1 HTS – modulators of MEK5 binding to wildtype MEKK2, primary screen, biochemical, multiplex bead flow cytometry, Alexa488-MEK5; Alexa488-MEK5 binding to MEKK2 WT; actives lie on both sides; Mitogen-activated protein kinase kinase kinase 2 (Homo sapiens), Q9Y2U5; AID 1531, 2009; binding response (% of control), % at 10 µM; 290,000 compounds, 1.1% hits; in the data active means binding response below about 67% or above about 130%
PfM18AAP inh – PfM18AAP inhibitors, malaria aminopeptidase, primary screen, biochemical, QFRET, recombinant enzyme; H-Glu-NHMec fluorogenic cleavage; M18 aspartyl aminopeptidase (Plasmodium falciparum 3D7); inhibition, % at 7.35 µM; 290,000 compounds, 1.2% hits;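 active means inhibition above the campaign mean inhibition over all tested compounds plus 3 SD, cut at about 28% in these data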;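 further: 0% = plate median of test compound wells and 100% = 2 mM ZnCl2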
GPR7 antagonist – GPR7 receptor antagonists, primary screen, cell-based, fluorescence, single concentration; Neuropeptides B/W receptor type 1 (Homo sapiens), P48145; GPR7-expressing cells, fluorescence antagonist assay; inhibition, % at 4.4 µM; 290,000 compounds, 1.1% hits; AID 1861, 2009; in the data active means inhibition above about 16%, passing the limit was not always enough;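 further: cells stimulated with the agonist NPW; 0% = agonist with vehicle and 100% = vehicle without agonist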
Active calls of the source: *; nt = no result given.

smiles	GalR3 antag	NALP1 yeast inh	V1R ag counter	MEKK2 mut-MEK5	OXTR potentiator	OXTR ag	MEKK2wt PB1 HTS	PfM18AAP inh	GPR7 antagonist
O=C(Nc1ccc2c(c1)OCO2)NC1CCN(Cc2ccccc2)CC1	nt	-6	-0.3	5	-3	-0.8	102	-4	8
COCCN1CCN(C(=O)C2CCC(=O)N(CCc3ccccc3)C2)CC1 (configuration not stated)	1	6	-0.1	0	-13	-0.1	100	0	2
Cc1ccc(CN2C(=O)CSC(C)C2=O)cc1 (configuration not stated)	-11	19	-1.0	2	-13	-2.3	103	-14	7
COc1cc(S(=O)(=O)N(C)C)ccc1F	-5	8	-0.6	-3	-6	-0.9	104	1	-4
CC(OC(=O)/C(C#N)=C/c1ccc(N(C)C)cc1)C(=O)N(C)Cc1ccccc1 (configuration not stated)	-4	-6	30*	1	-17	18	98	5	11
Cc1ccsc1C=Nc1c(C)n(C)n(-c2ccccc2)c1=O	-4	11	0.2	-3	-1	0.3	87	-2	-12
CC1CN(C(=O)Nc2ccc3snnc3c2)c2ccccc21 (configuration not stated)	0	31	-0.1	5	-6	-0.3	114	7	19
COc1cc(C(=O)NC(=S)Nc2ccc(NC(=O)c3ccco3)cc2)cc(OC)c1OC	6	30	-0.2	-1	-2	-1.2	98	-5	-3
CCc1ccc(OCC(=O)NNC(=O)c2cnccn2)c(Br)c1	0	8	0.2	8	-5	-2.0	110	6	1
CCOC(=O)C1CCCCN1Cc1cccc(OC)c1OC (configuration not stated)	-1	10	0.1	0	-3	-1.4	98	11	8
Cc1ccc(NC(=O)Cc2cn3ccsc3n2)nc1	-4	0	-0.1	2	-8	-0.1	104	-8	2
CCOc1ccc(CCNC(=O)Cn2nc(C)c3c(C)n(-c4ccccc4)nc3c2=O)cc1OCC	5	6	-1.5	6	-1	-1.5	104	-4	-10
CC(C)c1cc(C(=O)Nc2cc(Br)ccc2O)no1	-7	7	-0.5	-4	-14	-0.7	94	17	3
NC(=O)CSc1nc2ccc([N+](=O)[O-])cc2[nH]1	-5	-4	1.8	7	-3	-0.4	102	-2	-7
c1ccc(CC2CCN(Cc3nc(-c4ccccc4)no3)CC2)cc1	-5	28	-0.8	-7	-2	-1.4	87	-18	-9
Cn1cc([N+](=O)[O-])c(C(=O)NNC(=O)c2ccc([N+](=O)[O-])cc2Cl)n1	-5	-14	-0.3	2	0	1.1	109	-1	-9
COc1ccccc1OCC(=O)N1CC2(C)CC1CC(C)(C)C2 (configuration not stated)	2	39	-0.8	4	-8	-0.8	105	-2	-9
O=C(CNC(=O)[C@@H]1Cc2ccccc2CN1)NC1CCCCC1	4	22	0.2	2	-2	0.7	101	0	-8
COc1cc(-c2nnc(SCC(=O)N(C)C3CCS(=O)(=O)C3)o2)cc(OC)c1OC (configuration not stated)	-3	9	0.7	-3	-8	-0.3	95	-6	-9
CCCCn1c(N)c(N(CC(C)C)C(=O)c2ccncc2)c(=O)[nH]c1=O	-2	nt	0.9	nt	0	1.4	nt	nt	nt
CCCn1c(=O)c2ccccc2n2c(=S)[nH]nc12	-10	2	-0.9	3	-3	-0.5	105	16	12
Cc1ccc(S(=O)(=O)N(C)c2ccc(OCC(=O)OCc3c(C)noc3C)cc2)cc1	-6	40	4.3	-2	-11	0.5	92	5	1
COc1ccc(C(C(=O)NC2CCCC2)N(C(=O)c2snc(-c3ccc(F)cc3)c2N)c2ccccc2)cc1 (configuration not stated)	-5	11	0.4	10	-4	0.5	102	-2	12
COc1ccc(C2=CC(=O)C=CC2=O)cc1	nt	nt	nt	2	nt	nt	88	56*	-5
CCOC(=O)c1ccc(N2C(=O)CC(N3CCC(Nc4ccc(F)cc4)CC3)C2=O)cc1 (configuration not stated)	-6	-3	0.0	9	-1	0.3	102	6	3
C=C(C)c1cc2c(ccc3ccc(=O)oc32)o1	-3	nt	0.0	nt	-5	-2.0	nt	nt	nt
Cn1c(C(=O)N2CCCC(C(=O)NCc3ccc4c(c3)OCO4)C2)cc2sccc21 (configuration not stated)	nt	10	2.2	9	-5	1.1	109	1	-9
COCCOC(=O)c1c(C)oc2ccc(OC(=O)c3ccco3)cc12	-4	36	0.4	-3	-8	-1.7	90	5	-1
COC(=O)CCC(=O)NC1CC(C)(C)Cc2c1cnn2-c1ccccc1 (configuration not stated)	-11	-23	nt	3	nt	nt	100	-7	-9
CC1CCc2c(sc3ncn(N)c(=N)c23)C1 (configuration not stated)	-3	0	0.1	-5	0	-1.1	103	5	-4
O=C(COc1ccc(Cl)cc1Cl)Nc1nc2n(n1)C(c1ccccc1)CC(=O)N2 (configuration not stated)	0	0	0.8	-1	1	0.4	100	-8	-13
CN(CC(O)CN)CC(O)CN1CCCCC1 (configuration not stated)	-4	18	0.3	-1	0	0.7	97	-6	-1
O=S(=O)(Nc1cccc(-c2cn3cccnc3n2)c1)c1ccc(-c2ccccc2)cc1	4	2	7.5	nt	-18	6.8	nt	3	-7
Cc1ccccc1C(=O)Nc1ccccc1N1CCN(C(=O)c2ccccc2)CC1	-3	5	-1.1	2	-9	0.9	103	-5	-9
Cc1onc(-c2ccccc2)c1C(=O)Nc1ccc2c(C)cc(=O)oc2c1	-2	12	-1.0	4	-4	1.4	100	0	-4
COc1cc(C(C#N)N2CCOCC2)ccc1O (configuration not stated)	2	16	-0.1	4	-3	0.8	104	8	-11
COCCN(Cc1cc2cc(C)ccc2[nH]c1=O)S(=O)(=O)c1ccc(Cl)cc1	73*	3	3.5	-2	0	-1.7	94	3	-3
O=C1N[C@@H](Cc2cn(S(=O)(=O)c3ccccc3)c3ccccc23)C(=O)N[C@H]1Cc1ccccc1	0	nt	-0.6	5	2	-0.2	100	nt	nt
CCOC(=O)C1=C(COC(=O)CCOc2ccccc2)NC(=O)NC1C (configuration not stated)	2	nt	3.4	nt	1	-1.3	nt	nt	nt
Cc1cc(C)c(S(=O)(=O)NCc2cccs2)cc1C	-3	22	0.0	-5	-9	-1.2	98	-4	3

Rewritten with each value named: entries from further up.
COc1cc(S(=O)(=O)N(C)C)ccc1F
  GalR3 antag: -5 | NALP1 yeast inh: 8 | V1R ag counter: -0.6 | MEKK2 mut-MEK5: -3 | OXTR potentiator: -6 | OXTR ag: -0.9 | MEKK2wt PB1 HTS: 104 | PfM18AAP inh: 1 | GPR7 antagonist: -4

O=C1N[C@@H](Cc2cn(S(=O)(=O)c3ccccc3)c3ccccc23)C(=O)N[C@H]1Cc1ccccc1
  GalR3 antag: 0 | NALP1 yeast inh: nt | V1R ag counter: -0.6 | MEKK2 mut-MEK5: 5 | OXTR potentiator: 2 | OXTR ag: -0.2 | MEKK2wt PB1 HTS: 100 | PfM18AAP inh: nt | GPR7 antagonist: nt

(next part)
smiles	GalR3 antag	NALP1 yeast inh	V1R ag counter	MEKK2 mut-MEK5	OXTR potentiator	OXTR ag	MEKK2wt PB1 HTS	PfM18AAP inh	GPR7 antagonist
Cc1ccc2c(c1)NC(=O)C(N1CCOCC1)(C(F)(F)F)O2 (configuration not stated)	-5	0	1.9	5	-10	-0.8	104	1	7
COc1ccc2c(c1)cc1c(=O)n(CC(=O)NCCCOC(C)C)nc(C)n12	-10	11	0.8	1	-7	-0.3	105	-7	15
Cc1cccc(CSc2nc(N)c(C#N)c(-c3cccs3)c2C#N)c1	1	7	2.0	2	-7	0.6	94	6	-20
COc1ccc(-c2ccc3oc(-c4ccc(OC)cc4)c(-c4ccc(OC)cc4)c3c2)cc1	-6	nt	0.2	1	-2	0.3	99	nt	nt
CN(C(=O)CSc1n[nH]c(N)n1)C1CCCCC1	-6	nt	1.4	nt	-4	2.1	nt	nt	nt
CC(C)(C)c1ccc(-c2noc(CNC(=O)c3ccco3)n2)cc1	-6	14	3.9	1	-8	4.9	106	-2	-19
O=S(=O)(Cc1nnnn1-c1ccccc1)c1ccc(F)cc1	-4	-4	2.3	4	-2	-1.6	102	5	-13
CNC(=S)N/N=C/c1ccc(N(C)C)cc1	-2	17	-0.7	-3	-11	-0.8	98	7	1
COc1ccc(C(C#N)CCC2OCCO2)cc1OC (configuration not stated)	-6	nt	0.8	nt	5	1.5	nt	nt	nt
CCC(=O)N1CCN(c2ccccc2NC(=O)COc2cc(C)ccc2C(C)C)CC1	-9	6	0.8	7	-7	-2.1	97	-2	34*
CCCCn1c(SCC(=O)NCc2ccco2)nc2cc(S(N)(=O)=O)ccc21	1	11	0.4	5	2	-1.0	106	3	-5
Cc1cccc(OCC(=O)Nc2nnc(S(=O)(=O)N3CCC(C)CC3)s2)c1	nt	-9	0.8	4	-3	0.0	101	5	2
Cc1ccsc1C(=O)N/N=C/C=C/c1ccccc1[N+](=O)[O-]	-5	16	0.1	3	-5	-2.6	104	10	-3
CS(=O)(=O)c1cccc(C(=O)NCc2ccc(F)cc2)c1	-1	14	-0.1	2	-1	0.9	102	-8	-3
COc1ccccc1CNC(=O)COC(=O)c1cc2ccccc2o1	0	nt	1.5	nt	1	0.6	nt	nt	nt
CCOC(=O)C1=C(C)NC(=O)C1CC(=O)O (configuration not stated)	0	22	-0.2	-1	-5	0.7	99	3	-8
Cc1sc(NC(=O)CCS(=O)(=O)c2ccccc2)c(C#N)c1C	-4	nt	-1.5	nt	-12	-1.0	nt	nt	nt
CCC(C)NS(=O)(=O)c1ccc(OCC(=O)NCC2CCCO2)cc1 (configuration not stated)	0	11	-0.1	4	1	-0.9	101	-11	-4

Source: PubChem BioAssay
